# aDG glyco act – activators of alpha-DG glycosylation, primary screen, uHTS, Pro5-aDG cells, AlphaScreen; alpha-DG glycosylation AlphaScreen (IIH6); 0% Pro5, 100% B10-LARGE cell signal; activation, % at 10 µM; 0.22% of 360,000 active;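 active = activation of at least 8% versus controls, or a plate z-score of at least 8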;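 note: Pro5 are CHO cells carrying HIG-tagged alpha-DG that lacks glycosylation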
# MITF TRPM1 inh – inhibitors of MITF-dependent TRPM1 promoter reporter, primary screen, cell-based, SK-MEL-5, single point, luciferase; SK-MEL-5 TRPM1 promoter luciferase, 24 h; 0.83% of 330,000 active; AID 488899, 2010; inhibition, % at 12.5 µM;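 active = mean inhibition across replicates of 60% or more, whatever share of single replicates reaches that level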; note: values of inactives mirror those of a sister screen read the other way
# CaV13 ICDI inh – Disruptors of the CACNA1D IQ motif to Ca2+-dependent inactivation inhibitor domain association, primary screening, Förster resonance energy transfer in intact living … | HEK cells, CFP/YFP FRET ICDI-IQ, plate reader, 10 min; percent FRET-ratio fall versus neutral wells | inhibition, % at 12.3 µM | 0.098% of 340,000 active;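 active = mean replicate inhibition of at least 30% and at least 1% of replicates passing that level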;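 note: 0% = median of the neutral control wells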
# Vif imaging – HIV Vif self-association inhibitors, primary screen, imaging, HEK293T, single point | HEK293T cells, Vif self-association by quenched fluorescence, 24 h | inhibition, % at 7.49 µM | 0.35% of 340,000 active | AID 602346, 2012; in the data active = inhibition above about 50%, passing the limit was not always enough; note: some results filed as inactive read as strong as hits
# NR2E3 ag-1 – inhibitors of NR2E3-RetCOR corepressor binding, primary screen, NR2E3 agonist project, biochemical, TR-FRET, GST-NR2E3, biotin-RetCOR; Photoreceptor-specific nuclear receptor (Homo sapiens), Q9Y5X4; 1536-well; inhibition of corepressor binding, % at 4.78 µM; 0.12% of 320,000 active; AID 2300, 2010;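 active = percent inhibition above the cutoff of mean plus 3 SD of all tested compounds, set per screening campaign, cut at about 20% in these data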;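 note: 0% = DMSO wells and 100% = biotin wells as full block of FRET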
# Target sequence (Q9Y5X4 whole entry, looked up): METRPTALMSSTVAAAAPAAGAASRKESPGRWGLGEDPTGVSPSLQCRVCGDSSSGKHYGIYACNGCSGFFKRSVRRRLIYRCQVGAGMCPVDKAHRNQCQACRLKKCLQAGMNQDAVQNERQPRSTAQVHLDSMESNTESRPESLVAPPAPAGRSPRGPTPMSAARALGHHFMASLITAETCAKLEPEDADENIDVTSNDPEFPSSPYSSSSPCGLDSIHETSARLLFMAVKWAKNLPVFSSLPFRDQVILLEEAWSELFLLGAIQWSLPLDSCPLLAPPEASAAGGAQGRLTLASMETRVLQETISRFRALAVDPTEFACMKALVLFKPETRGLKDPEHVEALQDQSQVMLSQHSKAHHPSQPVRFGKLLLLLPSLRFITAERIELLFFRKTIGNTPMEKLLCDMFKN
#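 Test system – NR2E3–RetCOR corepressor complex · Quantity – NR2E3 fusion 1.35 nM · Buffer or medium – Tris pH 7.5 · Incubation – Compound–protein incubation for 5 h at 4 °C · Technique – TR-FRET, Eu(K)-anti-GST donor, streptavidin-D2 acceptor, ex 340, em 617/671 nm · Evaluation – percent inhibition of 671/617 nm emission ratio versus biotin and DMSO controls · Plate – 1536-well format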
# NR2E3 ag-2 – NR2E3 agonists in two-hybrid cells, primary screen, cell-based, luminescence, CHO-S, Gal4-NCOR/VP16-NR2E3; luciferase; Photoreceptor-specific nuclear receptor (Homo sapiens), Q9Y5X4; inhibition of corepressor binding, % at 3.98 µM; 0.35% of 360,000 active; AID 602229, 2012;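 active = inhibition above the mean of all tested compounds plus 3 SD, cut at about 70% in these data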;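 note: 0% = DMSO with NR2E3 transfected cells and 100% = cells lacking NR2E3 construct; higher means lower luciferase signal from less NR2E3 corepressor binding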
# HIF-2a block – HIF-2a reporter inhibitors, primary screen, luminescence, 786-0 RCC cells | 786-0 RCC cells HIF-2a reporter, luciferase luminescence, overnight | inhibition, % at 18.8 µM | 0.72% of 360,000 active | AID 624352, 2012;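 active = inhibition of the luminescence signal of 40% or more relative to plate controls, in a single-dose primary screen at 18.75 µM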
# PDI inh – inhibitors of human PDI, primary screen, biochemical, turbidity, single point, plate reader. inhibition, % at 10 µM. Protein disulfide-isomerase (Homo sapiens), P07237. AID 588391, 2011. 0.052% of 350,000 active. PDI insulin aggregation turbidity, A650, 90 min;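 active = mean inhibition across replicates of 30% or more, whatever share of single replicates reach that level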;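 note: absorbance from insulin aggregation driven by PDI reduction with DTT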
# Target sequence (P07237 whole entry, looked up): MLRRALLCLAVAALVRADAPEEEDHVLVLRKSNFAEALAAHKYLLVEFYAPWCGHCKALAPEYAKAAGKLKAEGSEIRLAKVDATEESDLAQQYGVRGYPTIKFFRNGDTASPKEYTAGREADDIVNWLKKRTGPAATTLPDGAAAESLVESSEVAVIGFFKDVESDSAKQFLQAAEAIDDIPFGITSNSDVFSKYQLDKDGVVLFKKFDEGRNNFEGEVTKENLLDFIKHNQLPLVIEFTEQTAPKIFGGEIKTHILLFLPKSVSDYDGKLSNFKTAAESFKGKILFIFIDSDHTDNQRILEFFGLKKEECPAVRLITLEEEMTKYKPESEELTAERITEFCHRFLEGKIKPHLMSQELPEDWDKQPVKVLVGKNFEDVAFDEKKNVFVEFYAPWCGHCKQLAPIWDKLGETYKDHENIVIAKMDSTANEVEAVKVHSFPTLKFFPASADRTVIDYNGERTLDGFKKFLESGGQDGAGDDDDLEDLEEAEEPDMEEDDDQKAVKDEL
# Exocytosis inh – LAMP-1 surface exposure blockers, TALL-104 cells – cell-based, flow cytometry, MLPCN library, primary screen. 0.66% of 360,000 active. inhibition, % at 10 µM. TALL-104 LAMP-1 surface exposure; cells stimulated with thapsigargin and PMA;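 active = inhibition above about 55%, limit read from the data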
# hiPSC survival – enhancers of single-cell hiPSC survival, primary screen, ATPlite luminescence; 100% = ROCK inhibitor wells, 0% = DMSO; survival enhancement, % at 20 µM; 0.044% of 360,000 active; in the data active = survival enhancement above about 18%;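 note: cells exposed to compounds for 16 hours before the ATP read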
# Peg3 promoter – Peg3 promoter-driven luciferase inhibitors, primary screen, cell-based, HeLa, luciferase luminescence; HeLa PEG-Prom luciferase reporter, overnight; inhibition, % at 20 µM; AID 588405, 2011; 1.7% of 360,000 active;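 active = inhibition of at least 50% at 20 µM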
# Numbers without * were called inactive; . = not tested or not shown.
SMILES,aDG glyco act,MITF TRPM1 inh,CaV13 ICDI inh,Vif imaging,NR2E3 ag-1,NR2E3 ag-2,HIF-2a block,PDI inh,Exocytosis inh,hiPSC survival,Peg3 promoter
CCOc1ccc(-c2cnc3ccccc3n2)cc1,0.0,43,-5,8,-2,-78,71*,-1,-6,-0.8,28
CCn1c(SCC(=O)Nc2nc(C)cs2)nnc1-c1ccoc1C,0.0,8,.,16,3,2,5,4,-3,0.0,0
COc1ccc(C(=O)NCc2nnc(SCC(=O)NC3CCCC3)o2)cc1,-0.2,-3,-2,7,-1,-27,6,-6,-8,-0.4,16
CCN(C(=O)CSc1cccc[n+]1[O-])C1CCCCC1,0.2,7,-4,5,.,-15,13,-2,9,-1.3,5
O=C(NC1CCSc2ccccc21)c1cccc(Cl)c1 (stereo unspecified),0.4,-12,-5,-10,4,-12,-17,-7,1,-0.1,-4
Cc1ccc(NC(=O)c2c(NC(=O)CCC(=O)O)sc3c2CCCCC3)cc1,-0.2,-2,-4,-1,-3,-9,-128,-1,0,0.6,-181
O=C(CNC(=O)c1sc2ccccc2c1Cl)NCc1ccc(F)cc1,-0.2,-9,-5,0,3,22,-13,-1,2,-0.4,20
CCNC(=S)Nc1cccc(S(=O)(=O)Nc2ccccc2OC)c1,-0.1,-6,-14,-3,1,-3,10,4,0,-0.7,16
COC(=O)C1=C(N)OC2=C(C(=O)CC(C)(C)C2)C1c1cccnc1 (stereo unspecified),0.0,-3,3,1,3,-13,18,16,-2,5.5,-22
COc1cc(/C=C/C(=O)OCC(=O)NC(=O)NC(C)C)cc(OC)c1OC,-0.1,13,-6,-13,6,16,17,8,-3,0.3,-8
CC1(C)c2ccccc2C(=O)c2ccccc21,0.0,-11,-5,17,.,-14,-5,2,15,-3.2,24
O=C(N/N=C/c1ccc(Br)s1)c1ccco1,0.1,-76,-5,-7,-3,-73,-214,5,-12,-0.5,-179
COc1ccc(C2CC(c3ccccc3)=NN2C(=O)COC(=O)c2cnc(Cl)c(Cl)c2)cc1 (stereo unspecified),0.0,11,-5,1,1,-14,2,1,3,11,99*
CN1C(=O)C(O)(CC(=O)c2ccncc2)c2ccccc21 (stereo unspecified),0.1,36,-1,-10,1,22,7,0,0,-3.1,14
COc1ccc(-c2nc(CN3CCC(C(=O)N4CCc5ccccc54)CC3)c(C)o2)cc1OC,-0.2,10,-5,-1,-2,-11,19,.,4,4.5,3
CCSc1nc(-c2ccccc2)cc(=O)[nH]1,-0.1,.,-9,4,3,-19,-4,-6,4,2.8,15
Cc1cc(NC(=O)CSc2nc(=O)n(CCCN(C)C)c3c2CCCC3)no1,-0.2,7,-4,0,-1,27,10,-3,-11,0.2,0
O=C(Cn1cc(COc2c(F)c(F)c(Br)c(F)c2F)nn1)c1ccc(O)cc1,0.1,0,-6,-1,.,-25,-18,-5,-2,-0.8,6
CCCCn1c(-c2ccc(C(C)(C)C)cc2)nc2cc3[nH]c(=O)c(C(C)C)nc3cc21,2.9,10,-12,-5,1,0,16,2,-5,2.4,28
Cc1ccc(NS(=O)(=O)c2cccc(C(=O)n3ncc(C#N)c3N)c2)c(C)c1,-0.2,14,.,15,2,-22,22,7,-6,-1.3,5
Cc1ccc(-n2ncc3c(SCC(=O)Nc4cc(C)on4)ncnc32)c(C)c1,0.5,20,9,-11,0,-14,5,-4,15,-0.1,9
O=C(c1ccc([N+](=O)[O-])cc1)N1CCN(C2=NS(=O)(=O)c3ccccc32)CC1,0.1,11,-7,4,1,5,0,-3,-8,0.1,-2
COc1ccc(/C=C/c2c(-c3ccc(OC)cc3)oc3cccnc23)cc1,0.6,-16,-8,11,0,-109,-222,4,-3,2.0,-19
O=C(CCCCCNC(=O)c1ccccc1)N/N=C/c1ccccc1,-0.1,10,-5,-1,2,1,-1,4,-3,-2.1,3
c1coc(CN(Cc2cccs2)Cc2nnnn2C2CCCCC2)c1,-0.1,8,.,-9,0,1,-9,1,0,-0.9,-21
Cn1cnnc1SCC(=O)Nc1ccc(N2CCOCC2)cc1,0.0,-6,4,-6,2,6,4,-4,-5,0.5,2
Clc1ccc(-n2nnnc2-c2ccccc2)cc1Cl,0.2,8,-9,1,0,-15,-4,11,-1,0.1,8
Cc1cc(-c2nnc(CCC(=O)N(C)C(C)c3cccs3)o2)no1 (stereo unspecified),-0.1,-26,-4,5,-5,-32,-138,-1,-6,-0.1,-40
Cc1c(C(=O)c2ccc([N+](=O)[O-])cc2)c(=O)n(C)c(=O)n1C,0.2,13,-6,-4,5,-17,-6,18,2,-0.3,-8
O=C(Nc1ccc2c(c1)OCO2)c1cccc(Cl)c1,0.1,-79,1,0,1,-91,-284,-7,-1,-2.6,-322
CC(C(=O)N1CCCc2ccccc21)N1CCN(S(=O)(=O)c2ccccc2F)CC1 (stereo unspecified),0.3,-5,1,2,1,-20,13,6,-13,-1.8,8
O=C(Nc1ccccc1)c1ccn[nH]1,0.4,-81,.,7,-2,-91,-215,13,0,8.3,-237
Cc1nc2ccccn2c1C(=O)Nc1ccc(Cl)cc1,0.4,-44,-3,-3,1,-40,-214,-3,-7,1.8,-139
Cc1c(COc2ccc3ccccc3c2)nnn1CC(=O)NS(=O)(=O)c1ccccc1C(F)(F)F,-0.1,.,-6,-1,.,17,12,-83,2,-2.6,6
COc1cnc(SC(C)C)[nH]c1=O,-0.4,5,2,15,5,-26,11,2,0,1.1,1
CC(C)C(=O)NNC(=O)c1ccccn1,-0.2,-3,-5,6,7,12,3,-6,2,-0.1,-1
Cc1cccc(C(=O)NC(C(=O)Nc2ccccc2N2CCOCC2)C(C)C)c1 (stereo unspecified),1.3,7,2,-1,-7,5,18,5,-2,-0.5,16
Cc1ccc(S(=O)(=O)N(C)C)cc1NC(=O)C(C)OC(=O)C1CCC1 (stereo unspecified),-0.3,-13,-6,12,.,-8,-2,12,-2,-4.6,9
N#C/C(=C\C=C\c1ccccc1[N+](=O)[O-])C(=O)NC1CCCCC1,-0.9,72*,.,12,1,10,84*,-7,1,-0.2,107*
O=C(CCS(=O)(=O)c1ccc(Br)cc1)Nc1ccc(Br)cc1F,0.0,-3,-30,-2,-1,-11,11,7,-1,-0.2,12
C[C@H]1CN([C@@H](C)CO)C(=O)c2cc(Br)cnc2O[C@H]1CN(C)C(=O)c1ccc2c(c1)OCO2,0.0,.,-4,5,.,-12,-6,1,3,0.9,13
CCC(c1ccccc1)c1nc(-c2cccnc2)no1 (stereo unspecified),-0.4,5,-5,-3,1,-15,-5,-10,8,-0.5,-1
COc1ccc(OCC(=O)Nc2ccc(N3CCN(C(=O)c4ccco4)CC3)cc2)cc1,0.0,1,-2,-2,1,-11,1,7,-1,-0.3,-2
CCN(CC)S(=O)(=O)c1ccc2c(c1)N(CC(=O)NCCCN1CC(C)CC(C)C1)C(=O)CO2 (stereo unspecified),0.0,-4,-3,12,-1,8,4,-2,-2,-0.5,-2
CCN(CC)c1ccc2c(O)cc(=O)oc2c1,0.0,4,-5,-1,2,-14,4,2,-2,-0.5,-12
CCOC(=O)c1c(C)[nH]c(C(=O)CSc2nnnn2-c2ccccc2)c1C,-0.2,1,-5,-1,0,14,-10,6,-1,-3.5,5
Nc1nc2nc(-c3cccs3)cc(C(F)(F)F)n2n1,1.8,-6,-2,4,2,5,3,-2,12,0.0,-5
CCN1CCCC1CNC(=O)C(=O)NCCc1ccc(OC)c(OC)c1 (stereo unspecified),-0.3,14,-6,0,4,-18,20,0,-2,3.8,3
Nc1nc(SCc2nc3scc(-c4cccs4)c3c(=O)[nH]2)n[nH]1,0.0,9,-7,-3,4,-3,4,-3,-2,-0.1,-3
COc1ccc(NC(=O)c2cc(-c3ccco3)nc3ccccc23)cn1,-0.1,2,-5,0,3,11,-7,1,0,-0.2,9
CNC(=O)c1ccc(NC(=O)Nc2ccccc2)cc1,0.0,-18,-3,-2,1,-25,-155,0,0,-0.1,-94
CCOc1ccccc1NC(=O)C1CCCN1S(=O)(=O)c1ccccc1C(F)(F)F (stereo unspecified),1.5,9,-2,-8,-2,-6,6,-3,1,0.6,7
COc1ccccc1NS(=O)(=O)c1ccc2oc(SCC(C)=O)nc2c1,-0.2,15,-3,12,3,42,5,12,3,-0.5,7
O=C(COC(=O)CNC(=O)c1ccc(Cl)c([N+](=O)[O-])c1)NNC(=O)c1ccccc1F,0.0,10,-2,-1,-2,20,4,16,3,0.5,-5
COc1ccccc1NC(=O)c1csc2c1CCCC2,0.3,-19,-6,-1,-1,-49,-92,4,-1,-0.8,-53
N#Cc1cncc(-c2ccc3c(c2)OCCOCCOCCOCCOCCO3)n1,0.1,-10,-5,.,-1,-17,16,1,-1,1.0,15
CCN(CC)c1ccc(C(=O)N/N=C(\C)c2cccc(OC)c2)cc1,-0.1,2,-3,6,0,9,-34,-3,0,2.3,-22
COc1ccc(OC)c(Nc2nc(NCCC(C)C)nc(N)c2[N+](=O)[O-])c1,-0.2,-2,-5,-11,-3,-24,14,0,27,-0.4,28
CCOc1ncccc1C(=O)OCC(=O)N1CCN(S(=O)(=O)c2ccc(Cl)cc2)CC1,0.1,-8,-4,.,-2,-2,15,0,-2,1.1,11
Cc1ccc(N(Cc2cc3cc(C)ccc3[nH]c2=O)S(=O)(=O)c2ccccc2)cc1,0.2,18,-3,7,2,3,18,1,4,2.2,-24

# Shown with tabs: part of the list above.
Compound	aDG glyco act	MITF TRPM1 inh	CaV13 ICDI inh	Vif imaging	NR2E3 ag-1	NR2E3 ag-2	HIF-2a block	PDI inh	Exocytosis inh	hiPSC survival	Peg3 promoter
Cc1ccc(-n2ncc3c(SCC(=O)Nc4cc(C)on4)ncnc32)c(C)c1	0.5	20	9	-11	0	-14	5	-4	15	-0.1	9
O=C(c1ccc([N+](=O)[O-])cc1)N1CCN(C2=NS(=O)(=O)c3ccccc32)CC1	0.1	11	-7	4	1	5	0	-3	-8	0.1	-2
COc1ccc(/C=C/c2c(-c3ccc(OC)cc3)oc3cccnc23)cc1	0.6	-16	-8	11	0	-109	-222	4	-3	2.0	-19
O=C(CCCCCNC(=O)c1ccccc1)N/N=C/c1ccccc1	-0.1	10	-5	-1	2	1	-1	4	-3	-2.1	3
c1coc(CN(Cc2cccs2)Cc2nnnn2C2CCCCC2)c1	-0.1	8	.	-9	0	1	-9	1	0	-0.9	-21

# Screening data as filed in PubChem BioAssay.
